Measles CPE: protection of cells from measles virus. Measles virus-infected cells, CPE protection, absorbance. protection (pct of control), % at 4 µM. 140,000 compounds, 1.5% hits; in the data active = protection mostly above about 24%, no sharp cut-off; inactive = mostly below about 26%; also: some compounds called inactive have numbers as strong as hits
Yeast growth inh: chemicals that inhibit yeast BB579 growth in restrictive medium (lifespan-shortening candidates). inhibition, % at 10 µM. 140,000 compounds, 0.51% hits. S. cerevisiae BB579 growth, OD615, 48 h;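 active = inhibition above a set limit, 3 SD over the mean compound inhibition, cut at about 44% in these data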; also: inactives centre near -24
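Test system: Saccharomyces cerevisiae DeaD strain BB579, replicative lifespan model yeast | Buffer or medium: Restrictive CSMM-D medium | Doses: One dose, 10 µM compound with 0.25% DMSO | Incubation: 48 h exposure, 30 °C | Detection: Culture absorbance at 615 nm | Control set: Amphotericin B at 10 µg/mL as positive control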
Yeast life ext: yeast lifespan extension; S. cerevisiae growth with nicotinamide, OD615; deaD strain in restrictive glucose medium; inhibition of the nicotinamide effect, % at 10 µM; 130,000 compounds, 0.68% hits;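 active = inhibition above a set limit, placed 3 SD over the median of all compounds, cut at about 26% in these data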;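 also: 0% = nicotinamide-treated wells and 100% = cells grown without nicotinamide; some compounds called inactive have numbers as strong as hits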
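Test system – modified budding yeast, DeaD strain · Compound – single dose 10 µM compound, 0.25% DMSO · Times – culture preincubation 4 h, compound exposure 48 h, both 30 °C · Detection – optical density (absorbance) at 615 nm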
GALR2 blocker: blocks the human galanin receptor 2; O43603; GALR2-expressing cells, antagonist mode; inhibition, % at 4 µM; 140,000 compounds, 0.39% hits; AID 828; in the data active = inhibition above about 27%;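 also: cells stimulated with galanin 1-16 at roughly its EC80; 0% = agonist challenge control and 100% = basal control without agonist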
Target sequence (O43603 whole entry, looked up): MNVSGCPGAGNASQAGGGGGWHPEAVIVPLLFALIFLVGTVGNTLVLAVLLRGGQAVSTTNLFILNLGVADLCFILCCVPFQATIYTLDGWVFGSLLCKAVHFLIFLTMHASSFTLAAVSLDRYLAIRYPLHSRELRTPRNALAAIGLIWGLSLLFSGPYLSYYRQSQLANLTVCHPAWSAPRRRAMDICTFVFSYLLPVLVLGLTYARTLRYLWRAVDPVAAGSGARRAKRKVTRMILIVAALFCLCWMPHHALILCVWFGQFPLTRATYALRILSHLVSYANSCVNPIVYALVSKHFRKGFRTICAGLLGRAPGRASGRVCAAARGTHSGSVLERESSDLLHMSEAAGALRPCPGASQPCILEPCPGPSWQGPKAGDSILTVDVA
MRP-1 activ: activators of MRP-1 | H69AR cells + doxorubicin, viability rescue, CellTiter-Glo | AID 799 | viability increase, % at 10 µM | 140,000 compounds, 0.61% hits;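 active = viability gain under doxorubicin at or above a set limit, the compound median plus 3 SD, cut at about 4.7% in these data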;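 also: MRP-1 overexpressing cells given doxorubicin 25 µM after compound pretreatment; 18-22 h compound pretreatment then 72 h with doxorubicin before readout; 0% = doxorubicin-only wells and 100% = vehicle-treated cells without doxorubicin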
E-sel TNF inh: blocks E-selectin expression induced by TNF alpha; HUVEC TNFa-induced E-selectin immunofluorescence, high content; inhibition, % at 2 µM; 120,000 compounds, 0.71% hits; AID 1246;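 active = inhibition above the batch mean plus 3 SD, and confirmed as a hit on visual image review, cut at about 43% in these data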;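 also: 0% = TNF-stimulated DMSO wells and 100% = unstimulated control wells; not every result past the cut was called active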
HCT116 bCat-KO: beta-catenin-lacking colon tumor cell growth suppression. viability, % at 10 µM. 140,000 compounds, 1.5% hits. HCT116 beta-catenin knockout viability, CellTiter-Glo, 60 h; hits give low values;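 active = viability at or under a set limit, the compound median less 4 SD, cut at about 6% in these data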;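 also: 0% = Hyamine 1622 control at 20 µM and 100% = untreated cell control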
HCT116 PTEN-null: growth suppressors of cells with PTEN tumor suppressor deletion | HCT116 PTEN-null viability, CellTiter-Glo, 60 h; hits give low values | viability, % at 10 µM | 140,000 compounds, 1.2% hits | AID 827;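 active = viability at or below a set limit, 4 SD under the median of all tested compounds, cut at about 3.7% in these data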;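 also: PTEN knockout HCT116 line with beta catenin targeted HCT116 as companion control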
Phagocyt inh: inhibitors of macrophage phagocytosis; J774A.1 macrophage IgG-bead phagocytosis, imaging; inhibition, % at 5 µM; 110,000 compounds, 0.07% hits;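 active = inhibition above the mean of the plate negative controls plus 5 SD, cut at about 13% in these data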;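 also: phagocytic index as fraction of beads internalized from green versus red external bead signal; plate controls were DMSO negative control for no effect and cytochalasin-D positive control for full effect; some results beyond the cut were filed as inactive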
NPY-Y2 antag: antagonists of human neuropeptide Y receptor Y2; 140,000 compounds, 0.99% hits; AID 793; inhibition, % at 2.7 µM; NPY-Y2 expressing cells, antagonist mode; in the data active = inhibition above about 17%;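 also: 0% = vehicle with agonist challenge and 100% = reference antagonist with challenge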
Target sequence (P49146 whole entry, looked up): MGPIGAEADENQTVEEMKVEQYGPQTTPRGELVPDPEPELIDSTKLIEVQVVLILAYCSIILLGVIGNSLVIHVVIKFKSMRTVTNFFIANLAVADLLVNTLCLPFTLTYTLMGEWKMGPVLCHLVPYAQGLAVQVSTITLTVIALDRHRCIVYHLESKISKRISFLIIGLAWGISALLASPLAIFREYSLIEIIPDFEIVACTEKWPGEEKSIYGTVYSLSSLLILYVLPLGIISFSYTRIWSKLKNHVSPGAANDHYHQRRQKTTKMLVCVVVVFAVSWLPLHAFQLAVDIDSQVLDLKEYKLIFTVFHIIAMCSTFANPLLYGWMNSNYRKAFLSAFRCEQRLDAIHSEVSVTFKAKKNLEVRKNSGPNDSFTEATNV
Active calls of the source: *; nt = no result given.

SMILES	Measles CPE	Yeast growth inh	Yeast life ext	GALR2 blocker	MRP-1 activ	E-sel TNF inh	HCT116 bCat-KO	HCT116 PTEN-null	Phagocyt inh	NPY-Y2 antag
Cc1ccc(-c2c(C#N)c(N)nc3c2CCCCC3)cc1	24	-11	-4	-18	-1.9	-10	94	100	nt	7
COc1ccc(-c2noc(CCC(=O)NCC3CCN(Cc4cccc(C)c4)CC3)n2)cc1	4	2	-9	4	-1.1	-20	67	73	nt	7
COCCCNC(=O)Cn1cc(C(=O)C2CC2)c2ccccc21	3	-16	30	12	-1.3	-22	92	97	-1	2
Cc1ccc(/C=c2\sc3nc(-c4cccs4)nn3c2=O)o1	2	-10	8	-13	-3.2	-12	94	81	-1	2
O=c1cc(Cl)[nH]c(=O)n1CCNc1ncc(C(F)(F)F)cc1Cl	2	7	-24	-2	-2.9	19	89	94	-1	0
O=C(c1cnn2c(C(F)(F)F)cc(-c3ccc(Br)cc3)nc12)N1CCOCC1	14	-5	-13	-3	-0.5	-54	98	91	0	4
CCN(CC)C(=O)CSCc1cnn(-c2ccccc2)c1-n1cccc1	4	-17	-15	-6	-0.7	12	71	68	1	1
Cc1cc(=O)n2[nH]c(C)c(-c3ccccc3)c2n1	0	-4	-8	-1	-4.8	2	90	99	0	5
COc1cc(N/N=C/c2ccccc2O)ncn1	4	-9	-7	7	-2.9	nt	13	6	-9	1
Cc1ccc(NC(NC(=O)c2cccs2)C(Cl)(Cl)Cl)cc1C (stereo not given)	4	2	-12	-1	-1.1	-32	8	9	nt	0
CCCC(=O)Nc1ccc(C)c(O)c1	9	-52	-12	-3	-1.4	19	1.0*	1.0*	2	2
CC(=O)c1ccc(OCC(O)CN(C)Cc2cccs2)cc1 (stereo not given)	8	-26	-20	-4	-2.1	nt	84	100	0	3
CCCCCCn1c(CN2CCN(C)CC2)nc2c1c(=O)n(C)c(=O)n2C	18	-39	1	5	-3.7	-15	90	97	nt	3
COc1cc(C(=O)O/N=C2\CCCc3c2ccc(OC)c3[N+](=O)[O-])cc(OC)c1OC	10	-31	-21	-3	-3.7	-16	70	78	3	0
C=CCN(C)CC/C=C1\c2ccccc2CSc2ccccc21	8	-35	nt	-1	-6.0	12	39	48	nt	6
O=C(C1CCN(S(=O)(=O)c2cccc3cccnc23)CC1)N1CCn2c1nc1ccccc12	15	-13	-9	0	2.2	nt	61	67	-1	1
Cc1ccc(-c2nc3cnccn3c2Nc2c(C)cccc2C)o1	1	-2	-6	25	-1.8	nt	96	77	2	-2
Cc1cc(-c2ccc(Cl)s2)n[nH]1	11	-55	-18	12	1.5	-67	106	115	-1	4
CCc1nc(NC(C)C)c2oc3ccccc3c2n1	27	-20	-23	7	-2.9	-36	75	76	nt	8
CC1(C)CC(=O)C(C=Nc2ccccc2C(=O)O)=C(O)C1	7	-16	-3	-2	-1.0	nt	102	93	-3	1
CCc1ccc(-c2cc(C(F)(F)F)n3nc(C(=O)Nc4c(C)nn(Cc5ccccc5Cl)c4C)cc3n2)s1	3	-43	-6	-8	0.9	-13	90	93	-1	2
Cc1cc(C)c(C)c(S(=O)(=O)N2CCN(CC(=O)NC(=O)NCc3ccccc3)CC2)c1C	33	-22	-7	0	1.2	-6	84	87	2	2
CC1=C(C)C(=O)N(c2ccc(C(=O)O)cc2)C1=O	37	-41	-17	5	-2.1	-18	122	101	0	6
Cc1cc2oc(=O)cc(C)c2cc1NC(=O)CCC(=O)O	7	8	-12	0	-3.2	-11	95	100	0	3
CCc1cccc(NC(=O)CSCc2cc(=O)[nH][nH]2)c1	2	-28	-6	-7	0.4	14	107	98	-3	3
Cc1ccc(S(=O)(=O)N2CCCC(C(=O)NCC3COCCO3)C2)cc1 (stereo not given)	7	-29	-7	10	0.2	-4	99	113	2	3
COc1ccc(NC(=O)c2c(C(F)(F)F)nn(C)c2SCc2ccccc2)cc1	5	-16	15	2	-1.6	nt	79	74	nt	4
CCCOc1ccc(CC(=O)NCc2ccco2)cc1OC	5	-32	-3	7	-3.1	11	89	97	-2	0
COc1ccc(CN(C)CC(=O)c2c(N)n(Cc3ccccc3)c(=O)n(C)c2=O)c(OC)c1	4	-38	-26	-4	-3.3	1	74	68	2	14
Cc1cccc(OCC(=O)NC(=S)Nc2ccccc2N2CCOCC2)c1	10	-49	0	5	-1.8	nt	98	100	-4	2
Cc1nnc(SC(C)C(=O)N2CCc3ccccc32)s1 (stereo not given)	13	8	-10	2	-2.7	11	98	109	-3	-1
O=C1C/C(=C/NCc2ccccc2)C(=O)N1	41*	-7	-8	-4	0.0	11	109	98	4	0
C=CCn1c(SCc2nc3ccccc3[nH]2)nnc1-c1ccccn1	15	-70	-5	6	-1.7	-22	86	105	1	7
Cc1cccc2sc(NC(=O)CN(C)S(=O)(=O)c3ccc(Br)s3)nc12	5	-26	-15	-3	-0.4	1	90	85	nt	0
CCOc1ccc(-c2nnc(NC(=O)CCCOc3cccc(C)c3)o2)cc1	0	-12	-4	10	-1.7	12	75	81	0	7
Cc1ccc(N=Nc2c(=O)[nH]n3c(=O)cc(C)[nH]c23)cc1	11	-25	-5	1	-3.9	-23	92	96	2	15
COc1ccc(N2CCN(S(=O)(=O)c3cccc4cccnc34)CC2)cc1	13	0	-19	7	-0.5	nt	87	92	0	1
Cc1nc(CSc2nnc(C)s2)cs1	2	-53	4	-5	-1.3	6	94	91	-3	5
CCC(=O)Nc1nnc(C(C)(C)C)s1	51	-9	-19	0	-1.4	-1	92	105	nt	1
Cn1cnc(S(=O)(=O)NCc2cccs2)c1	9	-26	1	-8	-3.2	-21	93	95	nt	-1
CC(C)C1C(C#N)=C(N)Oc2n[nH]c(-c3cccs3)c21 (stereo not given)	6	-30	16	1	-0.9	0	91	89	-1	-1
CC(=O)N1c2ccccc2C(=O)C1N1CCCCC1 (stereo not given)	8	-16	-10	19	-3.5	nt	85	85	0	1
CC1/C(=N/O)CC(c2ccccc2)NC1c1ccccc1 (stereo not given)	23	1	-3	-3	-2.1	9	101	95	nt	2
COc1ccc(CCNC(=O)CCC(=O)Nc2nnc(C(C)C)s2)cc1OC	15	-24	0	-3	0.5	nt	90	99	nt	-1
CC1(C)Cc2ccccc2/C(=C/C(=O)N2CCCCCC2)N1	2	-60	-5	20	0.8	16	89	90	0	0
O=C(CSc1nc(-c2ccccc2)nc2ccccc12)Nc1nccs1	10	-39	-15	-2	-1.5	-10	75	79	nt	-2
CC(=O)c1cccc(NC(=O)C(OC(=O)c2cccc(S(=O)(=O)N(C)c3ccccc3)c2)c2ccccc2)c1 (stereo not given)	21	-12	0	1	-1.8	nt	94	87	-8	4
COc1ccc(-c2c(C#N)c(SCC(N)=O)nc3c2CCCC3)cc1	15	-38	nt	-2	1.4	-7	89	80	nt	1
CCCCC(c1nnnn1CC1CCCO1)N1CCN(c2nc3ccccc3s2)CC1 (stereo not given)	1	-36	73*	-8	-1.7	nt	48	56	0	7
COc1ccccc1Oc1c(C)oc2cc(OC(=O)c3ccco3)ccc2c1=O	10	-47	18	-1	-2.1	-10	109	97	2	-1
CC(C)Nc1nc(NC(C)C)nc(SCCOC(=O)Nc2ccc(Cl)cc2Cl)n1	19	-13	-2	-4	-2.1	2	85	91	0	10
CNCCCc1[nH]nc(N)c1C#N	17	-11	-7	0	-0.2	4	98	96	nt	1
O=C(O)C1CCCCC1C(=O)N1CC=C(c2ccccc2)CC1 (stereo not given)	11	-22	-4	15	-2.1	-20	90	84	nt	2
CCOC(=O)C1=C(C)NC(C)=C(C(=O)OCC)C1C(=O)OCC(=O)N1CCCCC1CC (stereo not given)	5	-17	2	-10	-1.5	-16	88	87	0	2
CN1CCN(CCCn2cnc3c(=O)oc4ccccc4c32)CC1	11	-6	-12	-4	-1.1	22	92	90	2	1
CCn1nc(C)c(NC(=O)c2ccc(Br)o2)c1C	3	-43	0	6	1.5	10	98	101	-6	-1
O=C(CC(Nc1ccc(F)cc1)c1ccccc1)c1ccccc1 (stereo not given)	4	-30	-2	5	-6.2	nt	8	3.4*	2	-1
COC(=O)CN1C(=O)C(O)(CC(=O)c2ccc(Br)cc2)c2ccccc21 (stereo not given)	12	-37	-1	9	-3.5	11	75	79	-1	1
COc1cccc(N2C(=O)C3C(C2=O)C2C=CC3C23CC3)c1 (stereo not given)	6	-20	-12	0	-1.9	-17	101	94	0	1
O=C(O)C1C2C=CC3(CN(Cc4ccco4)C(=O)C13)O2 (stereo not given)	10	1	-2	-2	-1.6	nt	104	91	0	6
The results go on.
SMILES	Measles CPE	Yeast growth inh	Yeast life ext	GALR2 blocker	MRP-1 activ	E-sel TNF inh	HCT116 bCat-KO	HCT116 PTEN-null	Phagocyt inh	NPY-Y2 antag
COc1ccc(N2CCN(C(=O)c3ccc(OCc4c(C)noc4C)c(OC)c3)CC2)cc1	3	-36	-12	2	-3.3	-6	90	93	-2	-2
Nc1nonc1-c1nc2ccccc2n1CC(=O)N1CCCCC1	18	-2	-10	-4	-2.1	-2	93	93	0	5
Cc1ccccc1CN1CCN(S(=O)(=O)c2ccc(F)cc2)CC1	3	-39	-3	-1	-0.6	1	99	92	nt	0
Cc1ccc(C(=O)NN(C)c2nc3ccccc3nc2C(F)(F)F)cc1	12	-78	2	-8	-1.7	20	27	32	0	1
CN1/C(=C\C(=S)NC(=O)c2ccccc2Cl)C(C)(C)c2ccccc21	27	-5	-2	12	-1.1	nt	14	14	-2	0
COc1cccc(-c2csc(N3CCN(CC(=O)NNC(=O)c4ccc(Br)cc4)CC3)n2)c1	4	-26	-10	1	2.9	-28	84	84	0	-1
CC(=O)Nc1cccc(NC(=O)C2CCCN2C(=O)Nc2ccc(Cl)cc2)c1 (stereo not given)	4	-44	-13	12	0.4	-5	99	111	-4	2
Cc1nn(CCC(=O)NNC(=S)Nc2ccc(Cl)cc2)c(C)c1[N+](=O)[O-]	16	6	nt	7	-1.4	17	90	86	nt	2
Cc1ccccc1C(=O)c1c[nH]c(C(=O)NCc2cccs2)c1	11	-33	-5	-6	-0.5	-31	83	76	nt	3
Cc1ccc(-c2noc(CCC(=O)Nc3ccc(C)cn3)n2)cc1	33	-19	-5	-4	-3.0	-1	84	86	0	6
Cc1ccc(S(=O)(=O)Nc2cc(C(=O)NCCN(C)C)ccc2N2CCCCC2)cc1	5	-19	-3	7	-4.8	nt	69	70	0	9
COc1ccccc1/C=C/C1(C(=O)NC2CCCC2)CC(=O)N1c1ccc(C)cc1 (stereo not given)	5	-28	nt	-13	-7.7	11	10	10	nt	11
CCOC(=O)c1cc2c(=O)n3ccccc3nc2n(C(C)C)c1=NC(=O)c1ccncc1	14	-11	-8	-9	-2.3	nt	92	79	-2	0
CC1CCN(C(=O)CSCC(=O)Nc2nc(-c3cccs3)cs2)CC1	14	-34	-3	13	-4.0	-14	94	92	nt	9

Compound activity from PubChem.
